Screens deposited in PubChem BioAssay by several laboratories.
Kir21 inh – Kir2.1 (mouse) channel inhibition. P35561. HEK293-Kir2.1, FluxOR thallium flux fluorescence; stronger effect = lower value. B-score at 10 µM. 310,000 tested, 0.85% active. AID 1672;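 active = fluorescence ratio B-score at or below minus 3 SD of library scores, with starting-brightness B-score within 2 SD, cut at about -4.2 in these data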;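 also: channel flux triggered by added potassium and thallium sulfate stimulus; B-score of peak minus minimum fluorescence over baseline after thallium stimulus; more negative B-score means stronger Kir2.1 block with less thallium influx; some compounds called inactive have numbers as strong as hits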
Target sequence (P35561 whole entry, looked up): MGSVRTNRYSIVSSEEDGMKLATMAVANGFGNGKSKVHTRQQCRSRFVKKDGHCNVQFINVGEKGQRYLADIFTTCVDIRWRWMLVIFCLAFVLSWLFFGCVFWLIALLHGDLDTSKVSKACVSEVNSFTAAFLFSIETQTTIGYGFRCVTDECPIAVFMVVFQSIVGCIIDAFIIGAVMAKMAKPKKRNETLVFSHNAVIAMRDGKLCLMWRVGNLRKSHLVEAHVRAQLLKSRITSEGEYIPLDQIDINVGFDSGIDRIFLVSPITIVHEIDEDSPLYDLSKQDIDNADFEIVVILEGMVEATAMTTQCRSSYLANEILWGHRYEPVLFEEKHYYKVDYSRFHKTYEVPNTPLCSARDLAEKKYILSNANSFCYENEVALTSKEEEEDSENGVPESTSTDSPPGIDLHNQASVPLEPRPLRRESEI
STK33 kinase inh – inhibitors of human STK33 kinase; inhibition, % at 10 µM; 320,000 tested, 0.073% active; Q9BYT3; purified STK33, MBP phosphorylation, ADP-Glo luminescence; AID 2661;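 active = inhibition at or above 25%, using the most active replicate where run in duplicate; inactive = inhibition below 25%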
Target sequence (Q9BYT3 whole entry, looked up): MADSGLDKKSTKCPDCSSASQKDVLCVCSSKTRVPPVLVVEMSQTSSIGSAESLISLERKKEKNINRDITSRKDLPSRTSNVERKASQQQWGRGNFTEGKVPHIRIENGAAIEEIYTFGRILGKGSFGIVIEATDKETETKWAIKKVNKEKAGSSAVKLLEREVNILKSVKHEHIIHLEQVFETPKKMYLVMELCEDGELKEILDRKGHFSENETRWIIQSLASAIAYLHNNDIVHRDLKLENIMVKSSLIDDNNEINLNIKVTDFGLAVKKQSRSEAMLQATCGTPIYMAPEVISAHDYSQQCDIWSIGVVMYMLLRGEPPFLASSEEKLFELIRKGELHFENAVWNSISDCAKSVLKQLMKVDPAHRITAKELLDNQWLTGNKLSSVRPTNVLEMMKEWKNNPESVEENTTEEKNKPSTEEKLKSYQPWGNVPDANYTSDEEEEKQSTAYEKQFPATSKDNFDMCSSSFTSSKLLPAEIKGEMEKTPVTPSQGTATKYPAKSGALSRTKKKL
KCNQ2 inh – KCNQ2 channel blockers in CHO-K1 cells – cell-based, FluxOR thallium flux, B-score, primary screen (AID 2156); O88943; 20 min; stronger effect = lower value; B-score at 10 µM; 310,000 tested, 1.1% active;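 active = fluorescence ratio B-score at most minus 3 library SDs, with starting brightness B-score within 2 library SDs, cut at about -5.5 in these data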
Numbers without * were called inactive; i = inactive; x = not tested or not shown.

No.	Molecule	Kir21 inh	STK33 kinase inh	KCNQ2 inh
1	Cc1ccc(S(=O)(=O)N2CCN(CC(=O)N/N=C\c3ccc(O)c(O)c3)CC2)cc1	0.67	1.5	i
2	CCCCC(=O)NC(=S)NNS(=O)(=O)c1ccccc1	-0.39	-0.7	i
3	CCOC(=O)c1ccc(Nc2cc(C)nc(N3CCOCC3)n2)cc1	-0.05	0.5	i
4	CC(C)CN(CCOc1cccc(N2C(=O)C3=C(CCCC3)C2=O)c1)CC(C)C	0.31	-1.6	i
5	COc1ccc(/C=N/Nc2nc(C)cc(-c3ccccc3)n2)cc1OC	0.13	-1.7	i
6	O=C(COC(=O)CCNS(=O)(=O)c1ccc2c(c1)OCCO2)NC1CCCc2ccccc21 (stereo not given)	-0.04	-1.4	i
7	CC(=O)N1CCSc2ccc(S(=O)(=O)NCCc3cccc(C)c3)cc21	-1.9	-0.9	i
8	COc1ccc(-c2nn(C)c(=O)c3ccccc23)cc1NC(=O)Cn1nc(C)c2ccccc2c1=O	0.86	-1.2	i
9	Nc1nnc(-c2cn(-c3ccccc3)nc2-c2ccccc2)o1	-0.37	-0.2	i
10	Cn1c(N2CCCCC2)cc(=O)n(C)c1=O	1	-1.1	i
11	CSc1nc(NC(C)(C)C)nc(N2CCOCC2)n1	-1.1	0.1	i
12	CC(C)(Cc1ccc(O)cc1)NC(=O)CC(=O)N/N=C/c1ccc(Cl)cc1	-0.41	-1.2	i
13	CC(=O)c1cccc(NC(=O)COC(=O)COc2ccccc2C)c1	-0.63	-2.4	i
14	COc1ccc(CCNC(=O)COc2ccc(S(=O)(=O)N3CCOCC3)cc2C)cc1	-0.01	-1.8	i
15	Cc1cc(C(=O)CS(=O)(=O)c2ccccc2)cc(C)c1O	0.61	-1.0	i
16	CC1=C(C(=O)OCC2CCCO2)C(c2ccc(C)o2)C2=C(CC(c3ccc(F)cc3)CC2=O)N1 (stereo not given)	0.16	0.2	i
17	Cc1nccn1S(=O)(=O)c1ccc(Br)cc1Br	0.08	-0.1	i
18	CCN(CC)c1ccc(-c2sc(Nc3ccccc3)n[n+]2-c2ccc(F)cc2)cc1	-7.5	0.7	i
19	COc1ccc(-c2[nH]nc3c2C(c2ccncc2)C(C#N)=C(N)O3)cc1 (stereo not given)	-1.9	0.8	i
20	CC(C)CC(NC(=O)c1cccs1)c1nnc(SCc2ccc(Cl)c(Cl)c2)n1C (stereo not given)	-2.2	-0.6	i
21	O=C(O)C[C@H]1c2cc(F)ccc2S(=O)(=O)N1Cc1ccccc1	1.3	0.9	i
22	O=C(COc1ccc2ccccc2c1)NCCn1ccc2ccccc21	0.03	-0.1	i
23	COC(=O)c1c(C)nn(-c2ccccc2)c1N	-0.41	-0.7	i
24	CC(=O)Nc1ccc(NC(=O)C(C)OC(=O)CSc2ccc(Br)cc2C)cc1 (stereo not given)	-0.43	0.0	i
25	Cc1cc(C)n2nc(CC(=O)NNC(=O)COc3cccc(C)c3C)nc2n1	-0.89	-0.5	i
26	COc1ccc(C2Nc3ccccc3C(=O)N2C2CCCCC2)cc1 (stereo not given)	0.7	-1.2	i
27	CCOP(=O)(OCC)C(Nc1ccc(C)cc1)c1ccco1 (stereo not given)	-0.97	-0.7	i
28	CN(CCC1CCOCC1)C(=O)CC1C(=O)NCCN1CC1CCCCC1 (stereo not given)	0.06	1.1	i
29	CCOC(=O)C1CN(S(=O)(=O)c2ccccc2)CCN1S(=O)(=O)c1ccccc1 (stereo not given)	0.02	-1.4	i
30	Cc1ccc2[nH]c(=O)c(CN(CC3COCCO3)C(=O)Nc3ccccc3F)cc2c1 (stereo not given)	1.6	-1.7	i
31	O=C(CN1C(=O)COc2ccccc21)N1CCCc2ccccc21	-0.39	-1.5	i
32	Cc1ccc(S(C)(=O)=O)cc1S(=O)(=O)Nc1cccc(Cl)c1	-0.53	-2.4	i
33	Nc1ccc(O)c(C(=O)O)c1	1	0.9	i
34	CC(=O)Nc1ccc(NC(=O)C(C)OC(=O)CN(C)S(=O)(=O)c2ccc(Cl)cc2)cc1 (stereo not given)	1.3	-2.3	i
35	Cn1nc(-c2ccccc2)cc1NC(=O)C1CCCCC1	0.2	2.9	i
36	O=C(NNC(=S)NC(=O)c1ccccc1[N+](=O)[O-])c1ccccc1O	0.51	-1.1	i
37	CCCCCCCCn1c(=O)c(C(=O)OC)c(N)c2ccccc21	-1.9	0.1	i
38	O=C(c1cc2ncc(Br)cn2n1)N1CCN(C(=O)c2ccco2)CC1	-0.31	-0.7	i
39	CC(Oc1ccc(Cl)cc1Cl)C(=O)N/N=C1\CCCc2ccccc21 (stereo not given)	0.26	-0.1	-6.7*
40	CC1CCN(C(=S)SCc2nc(N)nc(Nc3ccccc3)n2)CC1	1.3	-1.6	i
41	COC(=O)C1=C(C)N=C2SC(C)C(=O)N2C1c1cccs1 (stereo not given)	0.77	-1.6	i
42	Cc1ccc(CN2CCN(/N=C/c3ccco3)CC2)c(C)c1	-0.47	-1.7	i
43	COC(=O)Nc1sc2nc(C)cc(C)c2c1-n1cccc1	-0.02	0.7	i
44	Cc1c(Br)c([N+](=O)[O-])nn1CCCC(=O)Nc1sc2c(c1C#N)CCC2	0.02	-2.1	i
45	OCCC1CN(Cc2ccccc2-c2ccco2)CCN1Cc1ccsc1 (stereo not given)	-1.9	-0.7	i
46	C/C(=N/NC(=O)CNC(=O)C1COc2ccccc2O1)c1cccc(O)c1 (stereo not given)	1.1	0.6	i
47	Cc1cc(SCC(=O)c2cc(C)n(C)c2C)nc2ccccc12	0.02	-1.1	i
48	Cc1cccc(CCNS(=O)(=O)c2cc3c(cc2C)NC(=O)CO3)c1	-1.9	0.0	i
49	O=C(CN(c1cccc([N+](=O)[O-])c1)S(=O)(=O)c1ccccc1)N1CCCCC1	0.13	-1.7	i
50	c1c(C2CCCCC2)n[nH]c1CN1CCCCC1	-2.4	-0.4	i
51	O=S(=O)(NCCc1ccccc1)c1ccccc1	0.37	-2.4	i
52	COCCNC(=O)CCc1c(C)nc2nc(-c3cc(OC)cc(OC)c3)nn2c1C	2.1	-1.2	i
53	CCC(=O)N1c2ccccc2NC2=C(C(=O)CCC2)C1c1cccnc1 (stereo not given)	-1.1	-0.7	i
54	COc1ccccc1NS(=O)(=O)c1ccc(Cl)c(NC(=S)NC(=O)C2CCCC2)c1	0.03	-0.3	i
55	COc1cc(C2C3C(=O)N(c4ccccc4)C(=O)C3ON2c2ccccc2)ccc1O (stereo not given)	-0.09	1.3	i
56	COc1ccc(-c2sc3ccccc3c2C#CCCO)cc1	1.2	0.2	i
57	COc1cccc(OC)c1OCc1cc(C2C3CCCC=C3C(C#N)=C(N)C2(C#N)C#N)c(C)cc1C (stereo not given)	-1.2	0.5	-11*
58	O=[N+]([O-])c1cccc2c(Cl)ccnc12	2.4	1.4	i
59	CCCC(=O)NCc1nc2ccccc2n1C	0.06	-1.1	i
60	Cn1c(=O)c2c(nc(NCc3cccnc3)n2Cc2cccc(C(F)(F)F)c2)n(C)c1=O	-0.74	-1.3	i

2 records drawn at random from the list so far, as already listed:
No.	Molecule	Kir21 inh	STK33 kinase inh	KCNQ2 inh
59	CCCC(=O)NCc1nc2ccccc2n1C	0.06	-1.1	i
42	Cc1ccc(CN2CCN(/N=C/c3ccco3)CC2)c(C)c1	-0.47	-1.7	i

(continued)
No.	Molecule	Kir21 inh	STK33 kinase inh	KCNQ2 inh
61	COc1ccc(CNCCSc2nnnn2C)c(OC)c1OC	0.02	0.6	i
62	CC1(C)CC(CC(=O)O)(c2ccc(F)cc2)CCO1 (stereo not given)	0.95	-0.8	i
63	CN=C1NN=C(c2cc(C)n(-c3c(C)n(C)n(-c4ccccc4)c3=O)c2C)CS1	0.88	-0.3	i
64	O=C(CN1C(=O)C2CCCCC2C1=O)N1CCN(c2ncccn2)CC1 (stereo not given)	0.08	-0.8	i
65	Clc1ccc(OCCCCCN2CCOCC2)cc1	-0.82	-2.2	i
66	CCOC(=O)c1c(N)sc(C(O)(C(F)(F)F)C(F)(F)F)c1-c1ccccc1	-0.86	1.1	-7.2*
67	Cc1cccc(NC(=S)N(CCN(C)C)Cc2cccs2)c1	0.38	2.0	i
68	CCC(NC(=O)Cc1cccs1)c1ccccc1 (stereo not given)	-0.01	0.4	i
69	N#Cc1c(-c2ccccc2)c(-c2ccccc2)n(Cc2ccco2)c1NC(=O)c1cccs1	-0.8	-1.8	-6.3*
70	N#Cc1cc(-c2ccc(Cl)cc2)cn(Cc2c(Cl)cccc2Cl)c1=O	-0.15	-0.3	i
71	CC(CCc1ccco1)NC(=O)c1cc2c(-c3ccccc3F)nn(C)c2s1 (stereo not given)	-1.2	-0.6	i
72	CN(C)c1oc(-c2ccccc2Cl)nc1P(=O)(c1ccccc1)c1ccccc1	0.93	1.0	-9.5*
73	CC(=O)N1CCN(S(=O)(=O)c2cccc(C(=O)NCCC3=CCCCC3)c2)CC1	-2	x	i
74	O=C(Nc1cccc(Cl)c1)OCCOc1ccccc1	1.4	-0.1	i
75	CC1=C(C#N)CCC(=O)N1Cc1c(F)cccc1Cl	0.41	2.9	i
76	O=C1C2C3C=CC([C@@H]2C(=O)N1Cc1cccnc1)C31CC1 (stereo not given in full)	0.87	-3.1	i
77	Cc1nnc(SC(C(=O)Nc2ccc(Cl)c([N+](=O)[O-])c2)c2ccccc2)[nH]c1=O (stereo not given)	1.2	-1.0	i
78	COc1ccc(O)c(C(=O)c2cnc3onc(C)c3c2)c1	0.18	-2.0	i
79	CN(C)/C=C1\SC(=S)N(c2ccc(F)cc2)C1=O	0.5	-2.0	i
80	O=C(COc1ccc(Cl)cc1)Nc1ccc(Cc2ccncc2)cc1	-0.64	-0.7	i
81	Cc1cc(C)c(C2C3=C(Nc4c2c(C)nn4-c2ccccn2)c2ccccc2C3=O)c(C)c1 (stereo not given)	0.42	0.2	i
82	CC12CCC(C(=O)NCc3ccccc3Cl)(OC1=O)C2(C)C (stereo not given)	-0.31	-1.3	i
83	CCOC(=O)c1ccc(N2C(=O)CC(N(Cc3ccc4c(c3)OCO4)C(=O)Nc3ccccc3)C2=O)cc1 (stereo not given)	-1.2	-0.1	i
84	Cc1ccc(CNC(=O)CCCc2cn(C)c3ccccc23)cc1	-1.1	-4.5	i
85	CCN(C(=O)CSc1nnnn1-c1cc(C)ccc1OC)C1CCS(=O)(=O)C1 (stereo not given)	-0.65	-2.7	i
86	CCC1(C)Cc2c(sc3nc(SC)[nH]c(=S)c23)CO1 (stereo not given)	2.1	-0.9	i
87	Cc1ccccc1OCC(=O)Nc1ccc2c(c1)COC2=O	0.5	-0.3	i
88	CC(C)NC(=O)COC(=O)c1cc(Br)ccc1Cl	-0.32	-0.7	i
89	CC(C)(C)C1CCC(=NNS(=O)(=O)c2ccc(Br)cc2)CC1 (stereo not given)	1	-1.4	i
90	CCN(CC)S(=O)(=O)c1cc([N+](=O)[O-])ccc1N=Nc1c(O)[nH]c2ccccc12	0.6	-1.8	i
91	CCOc1ccc(C(=O)CCC(=O)NC(C)C(=O)OC)cc1 (stereo not given)	0	-0.9	i
92	O=C1CC(c2c[nH]c3ccccc23)C(=O)N1c1ccccc1 (stereo not given)	-0.19	-2.5	i
93	Cc1cccn2c(=O)nc(SCC(=O)NC3CCCCC3)nc12	-0.55	0.8	i
94	COCCCNC(=O)c1nc2ccccc2c(=O)n1NC(=O)Nc1c(Cl)cccc1Cl	0.01	-1.2	i
95	CN(CC(=O)NC1CC1)S(=O)(=O)c1cc(Cl)ccc1Cl	1.3	1.5	i
96	Cc1ccc(N(CC(=O)NC2CCCCC2)C(=O)CNC(=O)c2ccco2)c(C)c1	-1.1	-2.1	i
97	O=C(Nc1cccc(S(=O)(=O)NC2=NCCC2)c1)c1cc(Cl)ccc1[N+](=O)[O-]	0.44	-0.4	i
98	COc1ccccc1C(=O)Nn1cnc2ccccc2c1=O	-0.61	0.6	i
99	CN(C)CCCNC(=O)/C(=C\c1ccc(-c2cccc([N+](=O)[O-])c2)o1)NC(=O)c1ccccc1	-1	-1.4	i
100	O=C(COC(=O)CCCNC(=O)c1ccc(Cl)cc1)NC1CC1	0.1	-1.3	i

One compound at a time, from the list above. Order of values: Kir21 inh, STK33 kinase inh, KCNQ2 inh
COCCCNC(=O)c1nc2ccccc2c(=O)n1NC(=O)Nc1c(Cl)cccc1Cl is listed with 0.01, -1.2, i
Cc1ccc(CNC(=O)CCCc2cn(C)c3ccccc23)cc1 is listed with -1.1, -4.5, i
COc1ccc(O)c(C(=O)c2cnc3onc(C)c3c2)c1 is listed with 0.18, -2.0, i
CN(C)/C=C1\SC(=S)N(c2ccc(F)cc2)C1=O is listed with 0.5, -2.0, i
Cn1nc(-c2ccccc2)cc1NC(=O)C1CCCCC1 is listed with 0.2, 2.9, i
